PGC1a acetyl inh: lowers PGC1a acetylation signal in U2OS cells; AlphaScreen anti-acetyl-lysine; with virally co-expressed GCN5 acetyltransferase; inhibition, % at 15.6 µM; hit rate 0.17% among 350,000;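 active = every replicate shows inhibition of at least 40%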;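 note: 0% = neutral control wells and 100% = positive control wells; some results beyond the cut were filed as inactive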
PglD DTNB: blocks C. jejuni PglD acetyltransferase activity; purified PglD enzyme, DTNB colorimetric CoA detection; inhibition, % at 12.5 µM; hit rate 0.098% among 360,000; in the data active = inhibition above about 16%, passing the limit was not always enough; note: strong numbers were not always called active
PAX8 inh HTS: PAX8 transcriptional activity inhibition; inhibition, % at 12.6 µM; hit rate 1.2% among 360,000; RMG-I TPO-luciferase reporter, SteadyGlo, 24 h;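 active = mean replicate inhibition at least 60% with every replicate also reaching 60%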;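 note: luciferase light reporting Pax8 driven TPO promoter activity; plate controls were median of neutral control wells for no effect and mitoxantrone controls for full effect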
ARNT-TACC3 inh: disruptors of human ARNT/TACC3 interaction | Q9Y6A5 | AlphaScreen His-ARNT PAS-B/GST-TACC3 binding, luminescence; TACC3 fragment carries E629A point mutation | inhibition, % at 9.99 µM | hit rate 0.66% among 390,000 | AID 623870;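 active = mean inhibition of replicates at least 50% and at least half of replicates each reaching 50%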;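 note: 0% = complete ARNT plus TACC3 wells and 100% = ARNT alone without TACC3; many hits fall short of the cut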
INS-1E GSIS act: GLuc luminescence reporter in INS-1E cells, primary screen for activators of glucose-dependent secretion of insulin. activation, % at 16.6 µM. hit rate 0.61% among 370,000. AID 743287. INS-1E GLuc reporter insulin secretion, 2-3 h;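 active = lowest replicate activation of at least 40%, so every replicate reaches that level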;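 note: 0% = median of neutral control wells and 100% = median of IBMX positive control wells; some compounds called inactive have numbers as strong as hits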
Cneo AK release: Cryptococcus neoformans lysis via adenylate kinase release. C. neoformans lysis, adenylate kinase release luminescence, 4 h; normalised: neutral wells 0, clomiphene wells 100. lysis activity, % at 15 µM. hit rate 0.2% among 360,000;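 active = mean lysis activity across replicates of at least 80%, whatever share of replicates individually reach that level; inactive = mean lysis activity below 80%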
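Test system: log-phase Cryptococcus neoformans yeast cells. Input: 5 × 10^6 yeast cells/mL. Medium: fresh YPD growth medium. Doses: single dose. Incubation: static 4 h at 37 °C with compound, 1 h detection. Measured by: luminescent adenylate kinase detection reagent. Read-out: signal increase indicating cell lysis. Benchmarks: Clomiphene.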
Statin myotox sup: protects C2C12 myotubes from simvastatin toxicity | ATP luminescence, 48 h; scaled: DMSO 0, geranylgeraniol control 100 | rescue of ATP level, % at 7.49 µM | hit rate 0.78% among 330,000 | AID 602340;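 active = mean ATP rescue above about 67%, or every replicate alone reaching that limit, limit read from the data, passing the limit was not always enough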;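 note: myotubes were challenged with 10 µM simvastatin during compound exposure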
LGR2 antag: blocks bursicon-induced cAMP signaling via Drosophila LGR2. HEK293 LGR2, CRE-luciferase, bursicon-stimulated, 4 h. inhibition, % at 9.99 µM. hit rate 0.35% among 380,000. AID 720647;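 active = drop in luminescence signal, shown as inhibition above about 50% in the replicate tests, limit read from the data, passing the limit was not always enough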;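 note: agonist challenge used bursicon conditioned medium at about half maximal strength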
Numbers without * were called inactive.

Screening Cc1noc(C)c1NC(=O)Nc1cccc2c1O[C@H](CN(C)S(=O)(=O)c1ccccc1)[C@H](C)CN([C@@H](C)CO)C2=O returned PGC1a acetyl inh -2, PAX8 inh HTS -8, INS-1E GSIS act -4, Statin myotox sup 7 and LGR2 antag -22.
CCNC(=O)COc1cccc2ccccc12 was read as PGC1a acetyl inh 12, PglD DTNB -1, ARNT-TACC3 inh -3, Cneo AK release -3 and Statin myotox sup 0.
Screening COc1cccc2c1OC1(C)CC2NC(=O)N1Cc1ccccc1 (stereo not drawn) returned PGC1a acetyl inh 3, PglD DTNB -2, PAX8 inh HTS 2, ARNT-TACC3 inh -20, Cneo AK release 3 and Statin myotox sup -11.
Screening Cc1ccc(S(=O)(=O)NCC[C@@H]2CC[C@@H](NC(=O)C3CCOCC3)[C@H](CO)O2)cc1 returned PGC1a acetyl inh -4, PglD DTNB 2, PAX8 inh HTS -9, ARNT-TACC3 inh 41, INS-1E GSIS act -15, Cneo AK release 2, Statin myotox sup 2 and LGR2 antag 12.
`CCC1(CC)NC(=O)N(CC(=O)OCC(=O)Nc2ncc(Cl)cc2Cl)C1=O` gave PglD DTNB 1, PAX8 inh HTS 6, ARNT-TACC3 inh -5, INS-1E GSIS act -9, Cneo AK release 2, Statin myotox sup -3 and LGR2 antag -1.
Screening CC(C)NC(=O)NC(=O)COC(=O)c1cccc(S(=O)(=O)N2CCCCC2)c1 returned PAX8 inh HTS -11, ARNT-TACC3 inh -4, INS-1E GSIS act -1 and LGR2 antag -15.
For CCC1CCCCN1CCCNC(=O)Cn1cnc2sc(C)c(S(=O)(=O)N3CCC(C)CC3)c2c1=O (stereo not drawn) the results were PglD DTNB -3, PAX8 inh HTS -16, ARNT-TACC3 inh 4, INS-1E GSIS act 36, Cneo AK release -3, Statin myotox sup -6 and LGR2 antag 15.
Screening OCCC1CN(Cc2cccn2-c2nccs2)CCN1CCc1ccccc1 (stereo not drawn) returned PglD DTNB -2, PAX8 inh HTS 8, ARNT-TACC3 inh 3, INS-1E GSIS act -2, Cneo AK release -3, Statin myotox sup -8 and LGR2 antag 4.
Screening O=C(C[C@H]1C=C[C@@H](NC(=O)Nc2ccc3c(c2)OCO3)[C@H](CO)O1)NCc1ccc2c(c1)OCO2 returned PGC1a acetyl inh 1, PglD DTNB 1, PAX8 inh HTS -14, ARNT-TACC3 inh -4, INS-1E GSIS act 5, Cneo AK release -1, Statin myotox sup -1 and LGR2 antag -6.
For CC(C(=O)Nc1ccc(F)cc1Cl)N1CCN(S(=O)(=O)c2cccs2)CC1 (stereo not drawn) the results were PGC1a acetyl inh -1, PglD DTNB 3, PAX8 inh HTS 10, ARNT-TACC3 inh -1, INS-1E GSIS act 20, Cneo AK release 1, Statin myotox sup 0 and LGR2 antag 0.
`CC(=O)n1nc(-c2ccc(C)cc2)nc1NCc1ccc(F)cc1` gave PGC1a acetyl inh -8, PAX8 inh HTS -84, ARNT-TACC3 inh -12, INS-1E GSIS act 22 and LGR2 antag -41.
For CC1CCc2c(C(=O)Nc3nccs3)csc2C1 (stereo not drawn) the results were PGC1a acetyl inh -6, PglD DTNB -5, ARNT-TACC3 inh 3 and Cneo AK release 12.
For Cc1ccc(C)c(NC(=O)CSc2nnc(-c3ccccc3C)o2)c1 the results were PGC1a acetyl inh 6, PglD DTNB 0, ARNT-TACC3 inh -6, Cneo AK release 1 and Statin myotox sup -4.
Screening C[C@H](CO)N1C[C@H](C)[C@@H](CN(C)Cc2cccc(O)c2)OCc2ccccc2-c2c(n(C)c3ccccc23)C1=O returned PGC1a acetyl inh 1, PAX8 inh HTS -1, INS-1E GSIS act -19 and LGR2 antag -2.
For C[C@@H]1CCCCO[C@@H](CN(C)Cc2ccc(C(F)(F)F)cc2)[C@H](C)CN([C@H](C)CO)C(=O)c2cc(N(C)C)ccc2O1 the results were PGC1a acetyl inh 4, PglD DTNB 2, PAX8 inh HTS 22, ARNT-TACC3 inh 17, INS-1E GSIS act -7, Cneo AK release 2 and LGR2 antag 3.
Screening NS(=O)(=O)c1ccc(N=Nc2ccc(=O)[nH]c2O)cc1 returned PAX8 inh HTS -2, ARNT-TACC3 inh 26, INS-1E GSIS act 4 and LGR2 antag 1.
`CO[C@H]1CN(C)C(=O)c2cc(NC(=O)Nc3cccc(F)c3)ccc2OC[C@@H](C)N(C(C)=O)C[C@@H]1C` gave PGC1a acetyl inh -1, PglD DTNB -2, ARNT-TACC3 inh -3, INS-1E GSIS act -16, Cneo AK release 0, Statin myotox sup 1 and LGR2 antag -4.
Screening Cc1nc2ccccc2n1CC(O)c1ccccc1 (stereo not drawn) returned PAX8 inh HTS -7, ARNT-TACC3 inh -5, INS-1E GSIS act 9, Statin myotox sup 2 and LGR2 antag 0.
For C[C@H]1CN([C@@H](C)CO)C(=O)Cc2cc(NC(=O)c3ccncc3)ccc2O[C@@H]1CN(C)Cc1ccc(Oc2ccccc2)cc1 the results were PGC1a acetyl inh 9, PglD DTNB 2, PAX8 inh HTS -9, ARNT-TACC3 inh 4, INS-1E GSIS act -17, Cneo AK release 3, Statin myotox sup -32 and LGR2 antag -13.
For Cc1cc(C)cc(NC(=O)COC(=O)COc2cccc3c2OC(C)(C)C3)c1 the results were PAX8 inh HTS -10, ARNT-TACC3 inh -3, INS-1E GSIS act -5, Statin myotox sup 4 and LGR2 antag 6.
COc1ccccc1CNC(=O)COC(=O)c1c(C)nn(-c2ccccc2)c1Cl was read as PglD DTNB -3, PAX8 inh HTS 14, ARNT-TACC3 inh -2, INS-1E GSIS act 27, Cneo AK release 5 and LGR2 antag 8.
Cc1cc(C)c(NC(=O)c2ccc(S(=O)(=O)N3CCOCC3)cc2)c(C)c1 was read as PGC1a acetyl inh -13, PAX8 inh HTS -21, ARNT-TACC3 inh -13, INS-1E GSIS act -1, Cneo AK release -2, Statin myotox sup -7 and LGR2 antag -4.
For CCOC(=O)c1cccc(NC(=O)CN(c2ccc(OC)cc2)S(=O)(=O)c2c(C)noc2C)c1 the results were PGC1a acetyl inh -5, PglD DTNB 1, PAX8 inh HTS 9, ARNT-TACC3 inh 5, Cneo AK release -2 and Statin myotox sup 52.
Cc1ccc(C(=O)OCC(=O)NCc2cccs2)c(C)c1 was read as PGC1a acetyl inh -2, PAX8 inh HTS -6, ARNT-TACC3 inh 6, INS-1E GSIS act -8 and LGR2 antag -12.
For C[C@@H]1CN([C@H](C)CO)C(=O)c2cc(C#CCc3ccccc3)cnc2O[C@H]1CN(C)Cc1cccnc1 the results were PGC1a acetyl inh -13, PglD DTNB 0, ARNT-TACC3 inh -5, INS-1E GSIS act -3, Cneo AK release 2, Statin myotox sup 10 and LGR2 antag -11.
For COCCCC1CCN(C(=O)C2CCC(=O)N(Cc3cccc(F)c3)C2)CC1 (stereo not drawn) the results were PGC1a acetyl inh 4, PglD DTNB -6, PAX8 inh HTS -33, ARNT-TACC3 inh -5, INS-1E GSIS act 2, Cneo AK release -2, Statin myotox sup 2 and LGR2 antag -20.
`COC(=O)COc1ccc(C)cc1-n1nc2ccccc2n1` gave PGC1a acetyl inh 3, PglD DTNB -3, PAX8 inh HTS 14, ARNT-TACC3 inh -9, INS-1E GSIS act 48*, Cneo AK release -1, Statin myotox sup 11 and LGR2 antag 9.
Screening CCOc1ccc(NC(=O)CSc2nccn2C)cc1 returned PGC1a acetyl inh 0, PglD DTNB -4, ARNT-TACC3 inh -2, INS-1E GSIS act 27, Cneo AK release -2, Statin myotox sup 3 and LGR2 antag -32.
Screening CC(=O)N1[C@H](C(=O)NC2CCCCC2)[C@@H](CO)[C@@H]2Cn3c(cccc3=O)[C@@H]21 returned PGC1a acetyl inh -9, PglD DTNB -1, PAX8 inh HTS -4, ARNT-TACC3 inh -4, INS-1E GSIS act 7, Cneo AK release 2, Statin myotox sup -3 and LGR2 antag -9.
`C[C@H](CO)N1C[C@H](C)[C@@H](CN(C)Cc2ccc(Oc3ccccc3)cc2)Oc2ccc(NC(=O)c3ccncc3)cc2CC1=O` gave PGC1a acetyl inh -7, PglD DTNB 2, PAX8 inh HTS 4, ARNT-TACC3 inh 11, INS-1E GSIS act -17, Cneo AK release -2, Statin myotox sup -11 and LGR2 antag -3.
Screening CSc1ccc(/C=C2\CCn3c2nc2cc(C(=O)O)ccc2c3=O)cc1 returned PGC1a acetyl inh 10, PglD DTNB 5, PAX8 inh HTS 1, ARNT-TACC3 inh 24, INS-1E GSIS act 6, Cneo AK release -4, Statin myotox sup 20 and LGR2 antag -9.
`CC(=O)NCCc1c[nH]c2ccc(OCc3ccccc3)cc12` gave PGC1a acetyl inh 1, PglD DTNB -7, PAX8 inh HTS 23, INS-1E GSIS act -6, Cneo AK release 3, Statin myotox sup -19 and LGR2 antag -8.
Screening CO[C@@H]1CN(C)C(=O)c2ccc(NC(=O)C3CC3)cc2OC[C@H](C)N(C(=O)NC(C)C)C[C@H]1C returned PGC1a acetyl inh 4, PglD DTNB 1, PAX8 inh HTS 7, ARNT-TACC3 inh -2, INS-1E GSIS act 10, Cneo AK release 4, Statin myotox sup 15 and LGR2 antag -9.
`Cc1ccc(NC(=O)NCCSc2ccc(C)cc2)cc1` gave PGC1a acetyl inh 6, PglD DTNB 5, PAX8 inh HTS -10, ARNT-TACC3 inh -4, INS-1E GSIS act -10, Cneo AK release 1 and LGR2 antag 20.
`O=C(NC[C@@H]1[C@@H](c2ccccc2)[C@H](CO)N1C(=O)C1CC1)NC1CCCC1` gave PGC1a acetyl inh -18, PglD DTNB 12, PAX8 inh HTS -20, ARNT-TACC3 inh -4, INS-1E GSIS act 5, Cneo AK release 0, Statin myotox sup -10 and LGR2 antag -7.
`CCCS(=O)(=O)c1nc(C)cc(C)c1S(C)(=O)=O` gave PGC1a acetyl inh 11, PAX8 inh HTS 6, ARNT-TACC3 inh -1, INS-1E GSIS act 1, Statin myotox sup -3 and LGR2 antag 1.
For Cc1c(CNC(=O)C2CC2)c(-n2cccc2)n(Cc2ccccc2)c1C the results were PGC1a acetyl inh -2, PAX8 inh HTS 2, ARNT-TACC3 inh 0, INS-1E GSIS act -5 and LGR2 antag 3.
Screening CCc1ccccc1OCC(=O)Nc1nnc(C2CC2)s1 returned PglD DTNB -3, PAX8 inh HTS -22, Cneo AK release 0, Statin myotox sup -4 and LGR2 antag 9.
For O=C(O)C(Cc1ccccc1)N1C(=O)C2C3CCC(C3)C2C1=O (stereo not drawn) the results were PGC1a acetyl inh 0, PglD DTNB -1, PAX8 inh HTS 2, INS-1E GSIS act 12, Cneo AK release 4, Statin myotox sup 4 and LGR2 antag -3.
O=C(O)C[C@@H]1CC[C@@H](NC(=O)Nc2cc(F)ccc2F)[C@@H](CO)O1 was read as PGC1a acetyl inh 5, PglD DTNB 1, PAX8 inh HTS -5, INS-1E GSIS act -2, Cneo AK release 3, Statin myotox sup 0 and LGR2 antag -3.
Screening O=C(Nc1cc(-c2nc3ccccc3s2)ccc1Cl)c1ccc2c(c1)OCO2 returned PGC1a acetyl inh -1, PglD DTNB -2, ARNT-TACC3 inh -18, INS-1E GSIS act -4, Cneo AK release -1, Statin myotox sup -23 and LGR2 antag -31.
Screening CC(Sc1nc(N)cc(=O)[nH]1)C(=O)N1CCOCC1 (stereo not drawn) returned PglD DTNB 7, PAX8 inh HTS -5, ARNT-TACC3 inh -7, INS-1E GSIS act -2, Cneo AK release 2, Statin myotox sup 8 and LGR2 antag -13.
`CCCCn1c(N)c(N(CC)C(=O)c2cc(CC)c(C)s2)c(=O)[nH]c1=O` gave PAX8 inh HTS 6, ARNT-TACC3 inh 2, INS-1E GSIS act 2 and LGR2 antag -2.
